# AddAB inh – growth inhibition of E. coli expressing H. pylori AddAB, primary screen, AddAB inhibitor project, absorbance | 330,000 compounds, 0.29% hits | AID 435030, 2010 | inhibition, % at 11.9 µM; in the data active = inhibition above about 12%;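 note: 0% = vehicle wells of infected cells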
# phage Ecoli inh – growth loss of phage-infected E. coli, primary screen, RecBCD inhibitor project, absorbance, with phage, HTS; inhibition, % at 11.9 µM; 360,000 compounds, 0.26% hits; in the data active = inhibition above about 11%
# PfHsp90 yeast 2 – growth inhibition of PfHsp90-expressing yeast, primary screen, antimalarial PfHsp90 inhibitor project, S. cerevisiae, BacTiter-Glo luminescence, single point, set 2 | 310,000 compounds, 0.32% hits | BacTiter-Glo ATP, 48 h; yeast lacking PDR1 and PDR3 efflux regulators | inhibition, % at 9.4 µM | AID 504621, 2011;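 active = every replicate shows inhibition above about 80%, whatever the replicate mean, limit read from the data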;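 note: 0% = DMSO neutral controls and 100% = 20 µM radicicol positive controls; yeast relying on Plasmodium falciparum Hsp90 in place of its own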
# PKA-R1A activ – activators of PKA-R1A holoenzyme, primary screen, biochemical, fluorescence polarization, Cy5-IP20, bovine R1A, mouse PKAc; PKA-R1A dissociation; scaled: DMSO 0%, 113 µM cGMP 100%; activation, % at 11.4 µM; 340,000 compounds, 0.083% hits;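 active = percent activation above the mean of all tested compounds plus 3 SD, cut at about 19% in these data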;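 note: higher means more PKAc released from R1A so a rise in polarization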
# Arrestin-AP2 inh – inhibitors of beta-arrestin/AP2 binding, primary screen, biochemical, GPCR trafficking, flow cytometry; beta-arrestin 1 C-terminal peptide binding to AP2 beta2-adaptin appendage (human); FITC-arrestin peptide / GST-AP2 beads; AP2 beta2 appendage carries R879A mutation; inhibition, % at 10 µM; 340,000 compounds, 0.31% hits; AID 504490, 2011;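 active = inhibition above a set limit, near 3 SD of compounds lacking own fluorescence, cut at about 54% in these data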;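 note: plate controls were DMSO wells for no effect and 5 µM unlabelled arrestin peptide for full effect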
#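 Material – AP2 appendage R879A on GSH beads · Buffer or medium – PBS with 0.05% Tween 20 and 0.1% BSA · Probe or stimulus – fluorescein-tagged arrestin peptide at 50 nM final · Incubation – compound with beads 12 min RT, then probe 1 h RT · Detection – high-throughput flow cytometry of beads, ex 488, em 535 nm · Evaluation – percent response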
# Pemphigus Ab inh – inhibitors of pemphigus antibody binding to DSG3, primary screen, biochemical, bead-based, flow cytometry, scFv-GFP | DSG3-coupled beads, scFv-anti-DSG3-GFP binding; active compounds read low | AID 588358, 2011 | Desmoglein-3 (Homo sapiens), P32926 | binding (percent of control), % at 10 µM | 310,000 compounds, 0.48% hits;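 active = binding more than 3 SD below its plate's average and above zero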;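 note: hits lower antibody fragment binding to DSG3; some compounds called inactive have numbers as strong as hits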
# Target sequence (P32926 whole entry, looked up, the tested form may be a part): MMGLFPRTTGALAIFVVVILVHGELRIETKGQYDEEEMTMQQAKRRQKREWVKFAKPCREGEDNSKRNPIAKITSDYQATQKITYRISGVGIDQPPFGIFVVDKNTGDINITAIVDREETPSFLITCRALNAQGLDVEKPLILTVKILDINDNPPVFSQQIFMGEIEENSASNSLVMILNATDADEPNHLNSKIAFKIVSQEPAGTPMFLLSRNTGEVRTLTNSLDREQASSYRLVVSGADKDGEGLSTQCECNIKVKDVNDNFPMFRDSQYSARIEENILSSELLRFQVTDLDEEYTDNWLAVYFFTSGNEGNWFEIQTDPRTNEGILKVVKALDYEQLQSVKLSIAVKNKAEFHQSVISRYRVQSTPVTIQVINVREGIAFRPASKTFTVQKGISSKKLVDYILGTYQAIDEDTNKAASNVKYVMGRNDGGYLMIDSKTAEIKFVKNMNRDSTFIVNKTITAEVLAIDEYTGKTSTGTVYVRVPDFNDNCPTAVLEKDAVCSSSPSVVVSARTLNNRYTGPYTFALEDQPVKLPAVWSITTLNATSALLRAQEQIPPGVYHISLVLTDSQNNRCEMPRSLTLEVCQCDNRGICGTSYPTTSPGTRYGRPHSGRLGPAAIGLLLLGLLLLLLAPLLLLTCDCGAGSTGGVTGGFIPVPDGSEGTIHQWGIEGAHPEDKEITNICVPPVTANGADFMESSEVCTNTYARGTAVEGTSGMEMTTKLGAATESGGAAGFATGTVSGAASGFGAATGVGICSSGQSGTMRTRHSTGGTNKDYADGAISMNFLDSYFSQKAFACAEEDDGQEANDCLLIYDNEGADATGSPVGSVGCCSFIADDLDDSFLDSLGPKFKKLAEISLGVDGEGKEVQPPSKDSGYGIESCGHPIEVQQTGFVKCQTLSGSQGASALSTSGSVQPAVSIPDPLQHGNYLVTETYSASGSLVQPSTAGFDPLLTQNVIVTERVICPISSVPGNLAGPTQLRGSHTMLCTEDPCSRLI
# Tat transport – E. coli Tat export inhibitors, primary screen, MC4100, TorA-mCherry reporter, fluorescence, single point; inhibition, % at 10 µM; 340,000 compounds, 0.036% hits;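 active = mean replicate inhibition at least 50% and at least half of replicates individually reaching 50%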;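 note: exported cargo escapes ClpAP degradation while cytoplasmic cargo is degraded and loses fluorescence; 0% = median of neutral control wells and 100% = median of NaSCN control wells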
# OPRM1-OPRD1 ag – agonists of OPRM1-OPRD1 heterodimerization, primary screen, cell-based, luminescence | Mu-type opioid receptor (Homo sapiens) + Delta-type opioid receptor (Homo sapiens), … | cells | activation, % at 9.3 µM | 340,000 compounds, 0.3% hits; in the data active = activation above about 18%;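 note: 0% = vehicle-treated cells and 100% = reference agonist; values of inactives mirror those of a sister screen read the other way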
# E coli growth – E. coli V3065 growth inhibition, primary screen, counter-screen for AddAB inhibitor project, absorbance, OD600 | 18 h | inhibition, % at 11.9 µM | 330,000 compounds, 0.27% hits;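 active = inhibition above the campaign's mean inhibition across all tested compounds plus 3 SD, cut at about 9.9% in these data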;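 note: uninfected addAB+ strain grown without phage in ampicillin broth; 0% = DMSO wells and 100% = ciprofloxacin 0.95 µg/ml wells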
# Mot1-301 SUMO – yeast Mot1-301 growth rescue at high temperature, primary screen, SUMOylation pathway inhibitor project, S. cerevisiae, ATP luminescence, 38.5C; growth rescue, % at 18.8 µM; 320,000 compounds, 1% hits; S. cerevisiae Mot1-301 growth rescue; percent above DMSO median, 100 means doubled;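 active = every valid replicate shows activation above 250% relative to neutral control wells; inactive = the rest, any valid replicate at or below 250%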;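 note: OY570 slx delta 5 strain wells were the positive control but not used for scaling; some compounds called inactive have numbers as strong as hits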
# OPRM1-OPRD1 inv – inverse agonists of MOR-DOR heterodimerization, primary screen, cell-based, luminescence | AID 504357, 2011 | 340,000 compounds, 0.21% hits | inhibition, % at 9.3 µM | cell-based MOR-DOR heterodimer luminescence, inverse agonism | Mu-type opioid receptor (Homo sapiens) + Delta-type opioid receptor (Homo sapiens), …; in the data active = inhibition above about 22%, passing the limit was not always enough;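 note: 0% = cells with DMSO and 100% = wells without cells with DMSO; values of inactives mirror those of a sister screen read the other way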
# The depositor's hits bear a star; x = no result given; + = active, no number; & = joins results of further samples.
SMILES,AddAB inh,phage Ecoli inh,PfHsp90 yeast 2,PKA-R1A activ,Arrestin-AP2 inh,Pemphigus Ab inh,Tat transport,OPRM1-OPRD1 ag,E coli growth,Mot1-301 SUMO,OPRM1-OPRD1 inv
O=C(Nc1ccc2c(c1)CCC2)C1CCCO1 (centres undefined),1.0,3.9,-5,-1,-1,109,-9,-2.3,-1.5,24,12
COc1ccc(C)cc1N(CC(=O)NCCSCc1cccc(Cl)c1)S(C)(=O)=O,1.9,3.0,-33,-4,6,112,5,-0.2,-0.1,-5,1
Cn1nc(-c2ccccc2)c(CSc2cccc(Cl)c2)c1Cl,1.7,2.3,-27,-7,15,107,-6,-0.2,0.8,-12,1
Cc1cc(C(F)(F)F)n(-c2ccc(N)cc2)n1,0.7,3.1,13,-13,8,110,-2,0.1,-0.9,-2,-1
C=CCn1c(O)c(N=Nc2ccccc2O)c2ccccc21,18*,7.2,195*,-17,13,117,2,7.0,11*,102,-40
Cc1onc(-c2c(Cl)cccc2Cl)c1NC(=O)N1CCSCC1,2.7,4.3,2,8,-1,x,6,-1.5,1.5,-9,8
O=C1OC(/C(=C\NCc2ccccc2)[N+](=O)[O-])c2ccccc21 (centres undefined),-0.2,4.7,6,x,-2,x,-5,x,-1.5,-10,x
COc1cc(S(=O)(=O)N2CCOCC2)ccc1NC(=O)COC(=O)CC12CC3CC(CC(C3)C1)C2,1.0,-1.0,-4,3,4,100,-2,0.2,0.4,x,-1
COC(=O)CS(=O)(=O)c1ccc(C)cc1,-2.2,2.1,-5,-2,4,101,1,-2.4,-1.6,1,12
COc1ccccc1N(CC(=O)Nc1ccc(C)cc1Cl)S(=O)(=O)c1cccs1,-2.5,0.5,x,-1,-6,91,6,3.2,1.2,2,-16
Cc1cc(C)nc(N/N=C/c2c[nH]c3ccccc23)n1,1.0,3.1,-16,4,9,100,-12,-2.2,-3.5,-11,12
O=C(NNC(=O)c1cc2ccccc2o1)c1ccc(F)cc1,x,1.3,x,3,24,96,1,-2.2,x,x,14
CC(=O)N1CCC(N(CCN2CCOCC2)C(=S)Nc2c(C)cccc2C)CC1,0.9,2.2,-5,-13,8,100,2,-1.6,0.2,48,9
O=[N+]([O-])c1ccccc1S(=O)(=O)NC1CCCCCCC1,1.9,1.5,-8,13,-13,102,-7,2.3,0.6,12,-11
O=C(COc1cccc2c1CCN(Cc1ccccc1F)C2=O)N1CCCCC1,0.3,0.5,-18,0,-6,99,2,1.0,-3.2,-5,-5
COc1cc(C(O)P(=O)(OCC(C)C)c2ccc(N(C)C)cc2)cc(OC)c1OC (centres undefined),1.6,1.6,2,-3,5,x,1,-1.9,0.2,-8,9
CC(C)COc1ccc(C(=O)N/C(=C/c2cccc([N+](=O)[O-])c2)C(=O)O)cc1,-0.2,2.1,-10,-8,6,108,0,-0.3,-0.7,-11,2
Cc1ccc(S(=O)(=O)N(C)c2nonc2C)cc1,-1.1,3.8,x,2,4,104,12,-1.0,-0.7,1,5
Cc1nc(NC(=O)CCl)sc1C(=O)N(C)C,1.7,3.5,-2,0,-24,93,1,-1.7,1.7,369,9
CCCN(C(=O)Cn1ncc2c([nH]c3ccccc32)c1=O)c1ccccc1C,0.8,1.4,2,-2,22,102,-1,10,0.1,-4,-51

# Record cards, as listed above:
# Profile of `O=C(NNC(=O)c1cc2ccccc2o1)c1ccc(F)cc1` = AddAB inh = x; phage Ecoli inh = 1.3; PfHsp90 yeast 2 = x; PKA-R1A activ = 3; Arrestin-AP2 inh = 24; Pemphigus Ab inh = 96; Tat transport = 1; OPRM1-OPRD1 ag = -2.2; E coli growth = x; Mot1-301 SUMO = x; OPRM1-OPRD1 inv = 14
# Profile of `Cc1cc(C)nc(N/N=C/c2c[nH]c3ccccc23)n1` = AddAB inh = 1.0; phage Ecoli inh = 3.1; PfHsp90 yeast 2 = -16; PKA-R1A activ = 4; Arrestin-AP2 inh = 9; Pemphigus Ab inh = 100; Tat transport = -12; OPRM1-OPRD1 ag = -2.2; E coli growth = -3.5; Mot1-301 SUMO = -11; OPRM1-OPRD1 inv = 12

# Next part.
SMILES,AddAB inh,phage Ecoli inh,PfHsp90 yeast 2,PKA-R1A activ,Arrestin-AP2 inh,Pemphigus Ab inh,Tat transport,OPRM1-OPRD1 ag,E coli growth,Mot1-301 SUMO,OPRM1-OPRD1 inv
CC(=O)c1sc(NC(=O)CCS(=O)(=O)c2ccc(C)cc2)nc1C,-0.1,6.7,9,-1,0,105,6,-1.8,0.5,x,12
O=C(CNC(=O)c1ccccc1)OC1CCCCC1,0.1,3.9,4,9,-12,83,11,-1.5,-1.1,-9,10
Cc1ccc(S(=O)(=O)N2C(=O)CCC2C(=O)N2CCN(C)CC2)cc1 (centres undefined),1.9,2.2,-1,-9,7,103,5,-1.6,-2.0,-32,8
O=C(CS(=O)c1ccc(F)cc1)Nc1ccccc1Cl (centres undefined),2.7,1.4,21,1,-7,112,-4,-2.6,-0.3,+,14
Cc1ccc(S(=O)(=O)SCCCSS(=O)(=O)c2ccc(C)cc2)cc1,x,1.8,-9,-5,-3,110,6,-1.3,x,x,7
NC1=NN(c2cccc(C(=O)O)c2)C(=O)C1,-0.3,2.1,19,3,6,111,4,-4.0,-1.7,-14,21
Cc1ccccc1CSc1nnc([C@@H]2CCCN2)o1,1.4,0.6,3,-8,11,x,-2,0.0,-1.2,5,0
Cc1cccc(N2CCN(S(=O)(=O)c3ccc(Cl)nc3)CC2C)c1 (centres undefined),2.2,-1.6,x,-4,-8,86,0,6.7,-0.2,117,-34
O=C(NCC(O)c1ccc([N+](=O)[O-])cc1)C1CCCCC1 (centres undefined),-1.2,3.1,x,-3,26,92,3,-2.1,-1.7,-26,11
Cc1c(OC(C)C(=O)NCCCN2CCOCC2)ccc2c3c(c(=O)oc12)CCC3 (centres undefined),2.6,1.7,2,-1,22,x,0,-0.9,1.5,-17,5
COc1ccc2c(c1OC)CN(C)CCc1cc3c(cc1C(O)C2)OCO3 (centres undefined),2.0,x,6,-10,7,x,-15,-1.8,-0.9,28,8
Cc1nonc1NC(=O)CSc1nc(C23CC4CC(CC(C4)C2)C3)nc2ccccc12,0.7,0.8,-23,-4,-3,88,-1,0.1,0.8,109,-1
CCOc1ccc(N(CC(=O)Nc2ccc(OC)cc2)S(=O)(=O)c2c(C)[nH]c(=O)[nH]c2=O)cc1,2.5,5.5,32,1,8,101,1,-0.9,-0.4,-2,4
COc1ccccc1C1C2=C(COC2=O)Nc2cc3c(cc21)OCO3 (centres undefined),3.4,-0.7,38,-1,-6,x,-5,0.4,1.4,2,-2
Nc1cccc2c1C(=O)N(c1ccccc1)C2=O,0.8,2.7,-40,5,1,108,1,-1.5,0.3,668*,8
CN1CCN(C(=O)CN2C(=O)NC(C)(c3ccc4ccccc4c3)C2=O)CC1 (centres undefined),1.4,5.0,-4,-5,-14,x,-3,-3.3,-0.3,0,13
O=C(Nc1cccc(F)c1)C1CCN(C(=O)c2ccc(Br)cc2)CC1,2.3,2.6,-12,2,-3,103,-3,0.8,-1.8,-12,-4
COC(=O)c1cc(OC)c(OC)cc1NC(=O)C1CCCO1 (centres undefined),-1.4,1.4,-20,7,6,96,-4,-2.5,0.6,78,13
Nc1nnc(SCC(=O)Nc2cc(S(=O)(=O)N3CCOCC3)ccc2N2CCCC2)s1,3.0,0.3,-1,6,-2,109,5,-2.2,-1.1,-3,9
CS(=O)(=O)c1ccccc1C(=O)Nc1cccc(-c2nc3ccccc3o2)c1,1.6,0.8,-18,-13,7,103,-5,-1.2,-0.8,12,6
COc1ccc(/C(C)=N\Nc2nc(-c3ccc(Cl)cc3)cc(C(F)(F)F)n2)cc1OC,3.3,1.9,-19,-16,-3,90,-6,0.1,-0.9,116,0
Cc1cc(C(=O)N/N=C/c2ccc(C)s2)n[nH]1,3.6,-0.5,8,-4,-7,112,2,-2.3,-2.0,-5,12
CN(C[C@H](c1ccccc1)N(C[C@H](Cc1ccccc1)N(CCc1ccccc1)N=O)N=O)N=O,3.0,1.7,-5,-5,-4,101,-5,-1.6,0.8,3,9
C=CCNC(=S)Nc1c(C(=O)OC)[nH]c2cc(OC)ccc12,0.1,2.8,11,-1,6,91,1,-1.8,-0.5,9,9
CCOC(=O)C1=C(C)NC(C)=C(C(=O)OC)C1c1cccc([N+](=O)[O-])c1 (centres undefined),-1.8,3.3,11,-12,-1,108,5,2.2,-3.4,-14&-4,-12
O=C(CN1CCCCCCC1)N/N=C/c1ccc([N+](=O)[O-])o1,3.6,4.6,-10,4,46,109,12,0.7,-0.6,8,-3
COc1ccc2nc(NCCCO)[nH]c2c1,0.7,3.9,12,-5,9,97,-9,-1.9,-0.5,0,11
CN(Cc1ccccc1)C(=O)COC(=O)CNS(=O)(=O)c1ccc2ccccc2c1,-1.0,2.4,8,-10,32,96,-8,0.1,-0.8,235,0
COc1ccc(-c2cc3c(=O)n(CC(=O)NCCCN4CCC(N5CCCCC5)CC4)ncn3n2)cc1,1.9,-1.5,11,-4,0,105,6,-2.9,-1.6,6,15
Oc1ccc2c(ccc3[nH]cnc32)c1,-0.9,3.1,-2,-10,33,99,-9,-2.6,2.9,-9,13
CCCNC(=O)C1(CC2CC(c3ccccc3)=NO2)CCN(C(=O)c2cc(OCC)c(OCC)c(OCC)c2)CC1 (centres undefined),4.7,2.0,8,-5,0,109,1,0.8,0.2,-7,-4
CN(C)c1ncccc1-c1nc2ccccc2s1,2.3,0.5,-19,-6,18,94,-3,-2.4,1.6,18,13
COc1ccc(/C=N/OCC(=O)Nc2nc3ccccc3s2)cc1OC,1.3,3.7,-20,7,3,108,4,-1.8,1.7,323,10
COc1ccc(OCC(=O)Nc2nc3ccc(NC(C)=O)cc3s2)cc1,1.6,2.8,-14,3,-13,97,-6,-0.9,-1.4,30,5
O=C1CC/C=C\C[C@@H](CC(=O)N(CCO)Cc2ccccc2)C(=O)NC[C@@H](c2ccccc2)O1,-0.2,3.3,4,-6,x,97,-8,-2.3,-2.4,-9,13
CCc1c(C)sc(NC(=O)C2CCCCC2C(=O)O)c1C(N)=O (centres undefined),1.0,3.8,12,-8,11,91,1,0.5,0.1,169,-3
COc1ccc2sc(N(CCN(C)C)C(=O)/C=C/c3cccs3)nc2c1,1.4,2.9,-12,-16,1,105,10,4.1,1.1,-18,-21

# Screens as filed in PubChem BioAssay.

# Not a hit list; 2.8% or so of the library scored in one or more.
